# GSIS activator = GLuc luminescence reporter in INS-1E cells, primary screen for activators of glucose-dependent secretion of insulin. activation, % at 16.6 µM. AID 743287. actives 0.61% (n = 370,000). INS-1E GLuc reporter insulin secretion, 2-3 h;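 active = lowest replicate activation of at least 40%, so every replicate reaches that level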;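 also: 0% = median of neutral control wells and 100% = median of IBMX positive control wells; some compounds called inactive have numbers as strong as hits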
# PglD inh = inhibitors of Campylobacter jejuni PglD acetyltransferase; purified PglD enzyme, DTNB colorimetric CoA detection; inhibition, % at 12.5 µM; actives 0.098% (n = 360,000); in the data active = inhibition above about 16%, passing the limit was not always enough; inconclusive = no clear call, values can overlap the other calls; also: strong numbers were not always called active
# PGC1a acetyl inh = modulators of PGC1a acetylation. U2OS PGC1a acetylation, AlphaScreen anti-acetyl-lysine; with virally co-expressed GCN5 acetyltransferase. inhibition, % at 15.6 µM. actives 0.17% (n = 350,000). AID 651687;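 active = every replicate shows inhibition of at least 40%; inconclusive = mean inhibition at least 40% but some replicate below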;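 also: 0% = neutral control wells and 100% = positive control wells; some results beyond the cut were filed as inactive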
# LGR2 inh = blocks bursicon-induced cAMP signaling via Drosophila LGR2 | HEK293 LGR2, CRE-luciferase, bursicon-stimulated, 4 h | inhibition, % at 9.99 µM | actives 0.35% (n = 380,000);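 active = drop in luminescence signal, shown as inhibition above about 50% in the replicate tests, limit read from the data, passing the limit was not always enough; inconclusive = probably only some replicates passing the limit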;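 also: agonist challenge used bursicon conditioned medium at about half maximal strength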
# Cneo AK release = causes C. neoformans cell lysis | adenylate kinase release luminescence, 4 h; normalised: neutral wells 0, clomiphene wells 100 | lysis activity, % at 15 µM | actives 0.2% (n = 360,000);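 active = mean lysis activity across replicates of at least 80%, whatever share of replicates individually reach that level; inactive = mean lysis activity below 80%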
#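 Material – log-phase Cryptococcus neoformans yeast cells · Input – 5 × 10^6 yeast cells/mL · Medium – fresh YPD growth medium · Doses – single compound concentration per well · Timing – static 4 h at 37 °C with compound, 1 h detection · Detection – adenylate kinase release luminescence · Read-out – signal increase indicating cell lysis · Control set – Clomiphene as positive lysis control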
# PAX8 reporter = PAX8 transcriptional activity inhibition; actives 1.2% (n = 360,000); AID 652154; RMG-I TPO-luciferase reporter, SteadyGlo, 24 h; inhibition, % at 12.6 µM;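 active = mean replicate inhibition at least 60% with every replicate also reaching 60%; inconclusive = only one of the two criteria is met; inactive = mean below 60% and not all replicates reaching 60%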;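 also: luciferase light reporting Pax8 driven TPO promoter activity; plate controls were median of neutral control wells for no effect and mitoxantrone controls for full effect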
# ARNT-TACC3 inh = ARNT/TACC3 interaction disruption; AlphaScreen His-ARNT PAS-B/GST-TACC3 binding, luminescence; TACC3 fragment carries E629A point mutation; inhibition, % at 9.99 µM; actives 0.66% (n = 390,000); AID 623870;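 active = mean inhibition of replicates at least 50% and at least half of replicates each reaching 50%; inconclusive = half or more replicates reach 50% but mean below 50%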;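 also: 0% = complete ARNT plus TACC3 wells and 100% = ARNT alone without TACC3; many hits fall short of the cut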
# C2C12 statin = suppressors of simvastatin-induced myotoxicity in C2C12 myotubes; AID 602340; actives 0.78% (n = 330,000); ATP luminescence, 48 h; scaled: DMSO 0, geranylgeraniol control 100; rescue of ATP level, % at 7.49 µM;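 active = mean ATP rescue above about 67%, or every replicate alone reaching that limit, limit read from the data, passing the limit was not always enough; inconclusive = no clear call, values can overlap the other calls; inactive = mean under the limit and some replicate under it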;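 also: myotubes were challenged with 10 µM simvastatin during compound exposure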
# Starred values were filed as active, the others as inactive; ? = inconclusive; . = not tested or not shown.
compound	GSIS activator	PglD inh	PGC1a acetyl inh	LGR2 inh	Cneo AK release	PAX8 reporter	ARNT-TACC3 inh	C2C12 statin
C[C@H](CO)N1C[C@H](C)[C@H](CN(C)C(=O)C2CCC2)Oc2cc(C#Cc3ccncc3)ccc2S1(=O)=O	-10	-3	.	-5	0	.	2	-11
CN1CCN(C(CNC(=O)Nc2ccc(Cl)cc2)c2ccc(F)cc2)CC1 (stereo not given)	8	9	12	1	-1	5	2	-15
C[C@H]1CN([C@@H](C)CO)C(=O)c2cccc(NS(=O)(=O)c3ccc(F)cc3)c2O[C@H]1CN(C)C(=O)NC1CCCCC1	-1	1	-13	0	-2	18	-26	-23
CN(C)CC#Cc1ccc([C@H]2[C@@H](CO)N3CCCCN(CC4CC4)C[C@@H]23)cc1	15	-1	-2	4	-2	-39	13	.
O=C(NCC1CCCO1)NC1(C(F)(F)F)Oc2ccccc2O1 (stereo not given)	.	-1	-7	.	-1	13	-5	.
Cc1c(C)n(Cc2ccccc2)c2ccc(C(=O)O)cc12	.	-2	7	-1	-1	16	.	.
COc1cc(/C=N/NC(=S)NC2CC3CC2C2C=CCC32)ccc1O (stereo not given)	-2	.	0	-42	.	1	13	-13
C[C@@H]1CN([C@@H](C)CO)C(=O)c2cc(NC(=O)CCCCCC(=O)Nc3ccccc3N)ccc2O[C@@H]1CN(C)Cc1ccncc1	-6	.	-5	14	.	5	.	.
COc1cccc(NC(=O)N[C@H]2CC[C@@H](CC(=O)N3CCN(C)CC3)O[C@H]2CO)c1	8	-3	-4	28	0	-15	-3	3
CC(=O)N1CCCc2cc(S(=O)(=O)N3CCCC(C(=O)NCc4ccccc4)C3)ccc21 (stereo not given)	7	1	11	-4	17	23	28	7
O=C(Nc1cccc(-c2ccc(N3CCCCC3)nn2)c1)C(F)(F)F	14	0	4	82*	-18	95*	-11	-21
O=C(C[C@@H]1CC[C@@H]2[C@H](COC[C@@H](O)CN2Cc2ccncc2)O1)NCC1CC1	11	-3	0	4	-1	-7	9	-17
C=CCOc1c(Cl)cc(CNc2ccc3[nH]c(=O)[nH]c3c2)cc1OC	-2	.	.	17	.	11	6	.
C[C@H](CO)N1C[C@H](C)[C@H](CN(C)Cc2ccc(C(=O)O)cc2)Oc2c(NC(=O)Nc3ccccc3)cccc2C1=O	3	1	4	-15	-1	6	16	0
COc1ccc(NC2CCCN(C(=O)c3cccnc3SC)C2)cc1OC (stereo not given)	-8	-2	-1	5	0	-22	8	5
COc1ccc(OCCSc2nnc(C(C)NC(=O)c3ccccc3F)n2C)cc1 (stereo not given)	10	.	-5	0	.	9	12	.
CCOC(=O)CN1N=C(/C=C/c2ccc(OCC)cc2)CCC1=O	-8	.	.	-10	.	-15	2	.
COc1ccc(-c2nc(CSCC(=O)NCCCN3CCCC3=O)c(C)o2)cc1OC	21	.	.	1	.	1	20	.
O=c1[nH]c2c(=O)[nH]cnc2nc1-c1ccccc1	3	.	3	-7	.	0	10	.
CC[C@@]1(C(=O)OC)N[C@H](CN(C)C(=O)c2ccc(F)cc2)[C@@H]2C(=O)N(C)C(=O)[C@@H]21	7	-2	.	-13	0	-4	-1	15
C[C@H](CO)N1C[C@H](C)[C@H](CN(C)S(=O)(=O)c2ccc(Cl)cc2)Oc2ccc(NS(=O)(=O)c3cn(C)cn3)cc2C1=O	23	-2	13	7	-2	-19	.	2
COc1cc(/C=C(\C#N)C(=O)NC(C)C)cc(Cl)c1O	-9	0	19	-4	4	2	27	11
O=C(Nc1ccc(S(=O)(=O)Nc2ccccn2)cc1)C(F)(F)F	0	-3	.	.	0	4	1	-3
COc1nc(N=C(N)N)nc2c(C)cccc12	.	.	3	.	-6	.	29	-5
CC(C)CC(=O)c1c[nH]c(C(=O)N2CCN(Cc3ccccc3)CC2)c1	16	.	6	13	.	5	-1	.
CCn1c(SCC(=O)Nc2nccs2)nnc1-c1ccccn1	16	3	.	-3	0	-6	4	5
Cc1cc(C)cc(N(C(=O)c2csnn2)C(C(=O)NC2CCCC2)c2ccccn2)c1 (stereo not given)	-2	-5	.	-1	-2	-6	24	13
Oc1[nH]c2ccc(Br)cc2c1N=Nc1nn[nH]n1	19	.	-3	-11	.	5	33	-6
COc1cc([N+](=O)[O-])ccc1NC(=O)COC(=O)C=C(C)C	.	2	10	.	0	1	3	-15
C[C@H]1CN([C@@H](C)CO)C(=O)Cc2cc(NC(=O)C3CC3)ccc2O[C@@H]1CN(C)CC1CC1	-2	2	.	-23	-5	3	4	-33
CCC(=O)N(C)C[C@@H]1Oc2cc(-c3ccccc3C)ccc2S(=O)(=O)N([C@@H](C)CO)C[C@@H]1C	3	0	.	6	-1	.	-5	-40
CC(=O)c1ccc(S(=O)(=O)NCCCC(=O)N(C)Cc2ccc3c(c2)OCO3)cc1	0	-4	13	21	-1	-22	6	-2
CCCCN(C(=O)c1cc2c(s1)CCC2)c1c(N)n(CCC)c(=O)[nH]c1=O	0	.	.	-18	.	9	-2	.
COc1ccc(C(CC(=O)NCc2ccccc2)Sc2n[nH]c(-c3ccc(Cl)cc3)n2)cc1 (stereo not given)	4	.	.	2	.	-1	5	.
O=S(=O)(N[C@@H]1CC[C@@H](CCn2cc(C3CC3)nn2)O[C@H]1CO)c1ccc(F)cc1	-7	3	-3	13	26	5	8	-7
COc1nccnc1NS(=O)(=O)c1ccc(NCc2ccccc2O)cc1	12	3	2	4	0	-8	13	8
COC(=O)c1c(NC(=O)C2(C)Cc3ccccc3C(=O)O2)sc2c1CCCC2 (stereo not given)	3	-1	-4	-12	1	.	21	-38
CN(C)/C=N/C(=S)Nc1ccc(Cl)cc1	-3	.	4	-50	.	-122	.	.
Cc1ccc(NC(=O)Cn2ncc3ccccc32)c(Cl)c1	8	6	2	-13	0	-52	15	7
COc1ccccc1C1NC(=O)NC(C)=C1C(=O)OC1CCCCC1 (stereo not given)	7	2	-4	13	1	29	-3	-10
O=C(CC(c1ccccc1)c1cc(Br)ccc1O)NCc1ccco1 (stereo not given)	.	-2	-21	.	-4	.	1	?
CNC(=S)NNC(=O)Cc1ccc(OC)cc1	.	3	4	.	2	-11	-14	6
CN(c1ccc(OCC(=O)OCC(=O)Nc2ccc(OC(F)F)cc2)cc1)S(=O)(=O)c1cccs1	-2	3	.	2	-2	-10	.	0
Cc1cnc(NC(=O)CSc2nnc(COc3c(C)cccc3C)o2)s1	-5	2	.	-6	1	9	8	7
O=C(Nc1cccc(-c2csc(Nc3cccc(C(F)(F)F)c3)n2)c1)c1cc([N+](=O)[O-])cc(C(F)(F)F)c1	3	-1	-6	21	-4	11	-5	-5
CC1CCCCN1C(=O)CNCC1CCCO1 (stereo not given)	33	.	3	17	.	0	-3	.
O=S(=O)(NCc1csc(-c2cccnc2)n1)c1ccc2c(c1)OCCO2	.	-5	4	.	-2	.	0	-5
CNC(=O)COc1ccc2oc3c(c2c1)CCCC3	-2	4	.	-3	-5	-34	7	-7
O=C(C[C@H]1CC[C@H](NC(=O)Nc2cccc(F)c2)[C@@H](CO)O1)NCC1CCCCC1	-5	-1	5	-23	-1	5	0	-8
COP1(=O)C[C@@H](O)[C@@H](O)[C@@H](COCc2ccccc2)O1 (stereo not given in full)	20	-1	.	13	6	7	0	4
Cc1cc(C)n(C(=O)c2ccc([N+](=O)[O-])cc2Cl)n1	2	-2	3	-1	0	-4	3	4
CCn1c2ccc(C)cc2c2nnc(SCCN3CCCCC3)nc21	-6	2	3	-10	-2	17	-2	-30
Cc1noc(C)c1S(=O)(=O)Nc1ccc2c(c1)C(=O)N([C@H](C)CO)C[C@H](C)[C@@H](CN(C)Cc1ccc(Oc3ccccc3)cc1)O2	10	0	-7	-15	-1	.	-8	1
O=C1C(=Cc2cccc(O)c2O)SC(=S)N1CCCN1CCOCC1	.	-1	.	11	-2	2	.	17
CCN(CC(=O)Nc1ccc(Br)c(C)c1)CC(=O)NC(C)C	-10	-5	-4	-31	3	-13	-3	3
O=C(c1ccc(F)cc1F)N1CCN(c2ncccn2)CC1	.	5	0	.	-1	-4	-4	-4
CO[C@H]1CN(C)C(=O)c2ccc(NS(=O)(=O)c3cn(C)cn3)cc2OC[C@@H](C)N(Cc2cccc(F)c2)C[C@@H]1C	-21	-2	-3	1	1	.	2	19
COc1ccccc1CN1C(=NC(=O)CCC2CCCC2)SC2CS(=O)(=O)CC21 (stereo not given)	17	-4	.	-11	-2	-21	-3	2
CC(C)(C)Cc1nnc(NC(=O)CSc2ccccc2)s1	-3	-5	-7	-34	-1	-119	-2	0
CN(Cc1ccccc1)C(=O)Cn1c(=O)c2cccn2c2cccnc21	16	0	.	19	-1	21	0	6

# (further entries)
compound	GSIS activator	PglD inh	PGC1a acetyl inh	LGR2 inh	Cneo AK release	PAX8 reporter	ARNT-TACC3 inh	C2C12 statin
C=CCn1c(SCC(=O)N2CCCCCC2)nc2ccccc2c1=O	-6	-1	.	-9	0	16	21	6
C[C@@H]1C=C(C(=O)O)O[C@H](OCc2ccc(CO)cc2)C1	-2	-1	2	14	-1	-5	24	10
CCn1c(CNC(=O)Cc2ccc(OC)cc2)nnc1SCC(=O)NC1CCCCC1	.	10	-1	.	1	.	-2	2
O=C(Nc1ccccc1F)N1C[C@@H]2[C@H](c3ccccc31)[C@H](CO)N2C(=O)c1ccc(F)cc1	0	-5	-4	-4	1	-60	-4	7
CC(=O)N1c2ccc(S(=O)(=O)N3CCCC3)cc2CC1C(=O)NCc1cccc(F)c1 (stereo not given)	-13	4	-6	8	-2	13	1	-11
O=C(CCCc1ccccc1)NCCN1CCOCC1	.	0	14	.	0	6	2	-3
C[C@H]1CN([C@@H](C)CO)C(=O)c2cc(NC(=O)Nc3ccc4c(c3)OCO4)ccc2O[C@@H]1CN(C)C(=O)Nc1ccccc1	1	1	1	-8	-2	11	16	5
C/C(=N\NC(=O)CNc1cccc(C(F)(F)F)c1)c1ccc(Br)cc1	-22	.	.	3	.	0	-10	.
C[C@H](CO)N1C[C@H](C)[C@@H](CN(C)Cc2ccc(Oc3ccccc3)cc2)Oc2c(NC(=O)CCCCCC(=O)Nc3ccccc3N)cccc2C1=O	-50	.	-20	19	.	63*	.	.
Cc1cccc(NC(=S)NC2CCCC2)c1C	-2	10	-23	-1	-1	9	7	-1
CN(C(=O)c1ccc(NC(=O)Cc2ccc(NC(=O)C3CCCN(C(=O)C4CCCC4)C3)cc2)cc1)C1CC1 (stereo not given)	.	2	.	-5	1	-3	-3	14
Cc1noc2ncnc(Sc3c(Cl)cccc3Cl)c12	-25	1	-11	9	2	.	.	10

# Records listed above printed as active in LGR2 inh.
SMILES	GSIS activator	PglD inh	PGC1a acetyl inh	LGR2 inh	ARNT-TACC3 inh
O=C(Nc1cccc(-c2ccc(N3CCCCC3)nn2)c1)C(F)(F)F	14	0	4	82*	-11

# Random draw from the library, and some 2.9% of all compounds hit somewhere here.
